Source: PubChem BioAssay (National Center for Advancing Translational Sciences (NCATS))
LDHA block – blocks human lactate dehydrogenase A. purified LDHA, NADH/diaphorase-resazurin fluorescence; hits give low values. activity change, % (values are at about 110 or 230 µM). actives 0.15% (n = 480,000). AID 1347041; in the data active means activity change below about -30%; inconclusive means mostly about -25% to -30%;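 further: plate controls were DMSO wells for no effect and wells without enzyme for full effect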
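Human LDH5 (2 nM) was incubated with 0.06 mM NADH and 0.2 mM pyruvate for 5 min at room temperature in Tris pH 7.4. Remaining NADH was coupled through diaphorase/resazurin, and resorufin fluorescence was read at 0 and 20 min.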
GRP78 ERSR act – induces the endoplasmic reticulum stress response in human glioma cells. actives 0.02% (n = 420,000). U87-MG GRP78 promoter luciferase reporter, 16 h. Potency, µM, inactives show at the top dose activation, usual class: activators. AID 602332; further: potency means the concentration at half of the fitted maximal effect; series mostly up to about 76 µM; % of control where 0% means no effect; nearly all actives have a fitted effect of over 35% in size
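Stably transfected U87-MG human glioma cells carrying a GRP78-based luminescent sensor were seeded at 1000 cells/well, pin-dosed with compounds and incubated 16 h. Luciferase reagent was then added, and end-point luminescence was read after 10 min at room temperature.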
USP1-UAF1 inh – USP1/UAF1 (human) deubiquitinase inhibition. recombinant USP1/UAF1, Ub-Rhodamine cleavage fluorescence. Potency, µM (doses to about 57.1 µM), inactives show at the top dose activity change, negative = inhibition, usual class: inhibitors. actives 0.23% (n = 390,000); further: potency means the concentration at half of the fitted maximal effect; on the % scale 0 is the no-effect control and ±100 the full control effect; nearly all actives have a fitted effect of over 60% in size; inactives centre near -12
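USP1/UAF1 complex at 1 nM was preincubated with compound for 15 min at room temperature, then Ub-Rho substrate (150nM final) was added. Fluorescence (480/540 nm) was read kinetically, 6 reads every 60 seconds.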
TrxR1 substrate – rat thioredoxin reductase 1 substrate activity; O89049; purified TrxR1 substrate turnover, NADPH consumption readout; Potency, µM (titrated, usually from 114 µM), without a hit: at the top dose activity change, negative = substrate turnover; actives 0.01% (n = 390,000); further: potency means the concentration at half of the fitted maximal effect; on the % scale 0 is the no-effect control and ±100 the full control effect; nearly all actives have a fitted effect of over 50% in size
Target sequence (O89049 whole entry, looked up): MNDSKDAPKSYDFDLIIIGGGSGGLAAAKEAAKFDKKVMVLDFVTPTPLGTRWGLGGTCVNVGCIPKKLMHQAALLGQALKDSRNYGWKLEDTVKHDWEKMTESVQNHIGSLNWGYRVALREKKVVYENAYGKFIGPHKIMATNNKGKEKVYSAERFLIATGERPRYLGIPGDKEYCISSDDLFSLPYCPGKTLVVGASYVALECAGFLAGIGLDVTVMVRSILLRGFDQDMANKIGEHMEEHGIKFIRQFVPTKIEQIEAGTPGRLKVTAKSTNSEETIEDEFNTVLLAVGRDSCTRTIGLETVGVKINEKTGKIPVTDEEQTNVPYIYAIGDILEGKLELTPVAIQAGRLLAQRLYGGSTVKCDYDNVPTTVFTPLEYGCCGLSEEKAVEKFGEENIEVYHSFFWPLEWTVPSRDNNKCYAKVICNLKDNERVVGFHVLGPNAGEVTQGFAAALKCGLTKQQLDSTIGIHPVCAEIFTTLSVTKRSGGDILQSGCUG
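Rat TrxR1, dispensed at 90 nM, was prereduced with 400 uM NADPH (final) for 5 min at ~22 deg C, then incubated with compound 15 min before 400 uM selenite. A first-read NADPH fluorescence drop versus no-compound background flagged substrates.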
Vif-APOBEC3F blk – Vif-A3F binding inhibition; HeLa A3F-eYFP + Vif (tagged APOBEC3F with the HIV-1 protein that degrades it), YFP fluorescence increase; Potency, µM (highest dose often 46.1 µM), inactives show top-dose activity, negative = active; actives 0.2% (n = 390,000); further: potency means the concentration at half of the fitted maximal effect; % of control where 0% means no effect; nearly all actives have a fitted effect of over 65% in size
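Fluorescence increase (Ex 488/Em 500-530) after overnight compound treatment at 37 deg C flags inhibition of Vif-driven A3F-eYFP loss in stable HeLa A3F-eYFP/Vif cells seeded overnight beforehand.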
mIDH1 inhibitor – blocks human mutant IDH1 R132H enzyme | O75874 | IDH1-R132H enzyme, NADPH consumption, diaphorase/resazurin fluorescence | Potency, µM (doses to about 76.6 µM), inactives show at the highest dose activity change, negative = inhibition, usual class: inhibitors | actives 0.093% (n = 390,000) | AID 602179; further: potency means the concentration at half of the fitted maximal effect; on the % scale 0 is the no-effect control and ±100 the full control effect; nearly all actives have a fitted effect of over 65% in size
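IDH1-R132H (0.5 ug/mL dispensed) in pH 7.5 Tris buffer was preincubated 30 min with compound, then given a substrate mix of 0.016 mM NADPH and 2 mM alpha-KG for 80 min at room temperature; remaining NADPH was read by diaphorase/resazurin fluorescence.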
Vif-A3G inh – blocks the Vif interaction with human APOBEC3G; AID 602310; HeLa A3G-eYFP + Vif (tagged APOBEC3G with the HIV-1 protein that degrades it), YFP fluorescence, overnight; Potency, µM (highest dose often 46.1 µM), without a hit: top-dose activity, negative = active, most hits filed as inhibitors; Q9HC16; actives 0.076% (n = 410,000);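 further: potency means the concentration at half of the fitted maximal effect; on the % scale 0 is the no-effect control and ±100 the full control effect; nearly all actives have a fitted effect of over 60% in size; hits raise eYFP signal because A3G escapes Vif-driven loss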
Target sequence (Q9HC16 whole entry, looked up): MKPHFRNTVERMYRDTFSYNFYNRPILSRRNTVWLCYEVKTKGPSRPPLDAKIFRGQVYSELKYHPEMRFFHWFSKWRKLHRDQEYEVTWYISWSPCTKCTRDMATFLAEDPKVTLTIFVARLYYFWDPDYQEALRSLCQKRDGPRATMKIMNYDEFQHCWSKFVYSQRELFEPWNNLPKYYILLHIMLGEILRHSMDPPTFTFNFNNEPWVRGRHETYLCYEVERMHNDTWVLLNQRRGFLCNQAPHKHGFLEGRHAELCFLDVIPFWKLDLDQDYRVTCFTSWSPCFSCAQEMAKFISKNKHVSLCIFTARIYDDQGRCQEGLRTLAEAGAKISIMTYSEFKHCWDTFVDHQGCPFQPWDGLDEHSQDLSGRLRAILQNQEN
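Read-out is eYFP fluorescence (Ex 488/Em 500-530) from Vif-expressing HeLa A3G-eYFP cells; more signal means A3G escaped Vif-mediated degradation. Cells plated overnight, compound pinned in, incubated overnight at 37 deg C.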
RGS4 inhibitor – human RGS4 inhibition; P49798; Transcreener GDP fluorescence polarization, RGS4-accelerated GTP hydrolysis; Potency, µM (titrated, usually from 114 µM), for the others: at the top dose activity change, negative = inhibition, hits mostly inhibitors; actives 0.039% (n = 390,000); AID 504845; further: potency means the concentration at half of the fitted maximal effect; on the % scale 0 is the no-effect control and ±100 the full control effect; nearly all actives have a fitted effect of over 75% in size; some results filed as inactive show a strong effect at the top dose
Target sequence (P49798 whole entry, looked up): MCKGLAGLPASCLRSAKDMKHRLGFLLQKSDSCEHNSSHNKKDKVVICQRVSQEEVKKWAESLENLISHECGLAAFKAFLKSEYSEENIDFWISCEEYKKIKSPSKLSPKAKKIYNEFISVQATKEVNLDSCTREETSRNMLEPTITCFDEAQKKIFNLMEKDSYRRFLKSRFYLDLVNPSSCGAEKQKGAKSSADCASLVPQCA
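MLSMR compounds (23 nl, pin-transferred) preincubated 10 min at room temperature with a 500nM (2x) first reagent, then RGS4 at 900nM (2x) plus Transcreener GDP mix added; fluorescence polarization (620/688 nm) read before and after 90 min at 30 °C.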
rTrxR1 inhibitor – blocks rat thioredoxin reductase 1; O89049; recombinant rTrxR1, NADPH fluorescence consumption, selenite substrate; Potency, µM (series often up to 114 µM), inactives show top-dose activity change, negative = inhibition, hits mostly inhibitors; actives 1% (n = 390,000); AID 588453; further: potency means the concentration at half of the fitted maximal effect; on the % scale 0 is the no-effect control and ±100 the full control effect; nearly all actives have a fitted effect of over 65% in size
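Rat TrxR1 (90 nM in the dispensed reagent) was pre-reduced with 400 uM NADPH for 5 min at room temperature, then incubated with compound for 15 min. After 400 uM selenite was added, NADPH fluorescence (Ex 340/Em 450 nm) was followed for 8 min.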
* marks the source's active call; other numbers are inactive results; ? = inconclusive; · = no result given; & = joins results of further samples; [ ] = remark or other dose. Unless noted, the call rests on the fitted dose curve; in most records, active means well fitted curve in the direction sought with a large enough effect; inconclusive means small, poorly fitted or top-dose-only effect, or another doubt; inactive means no such curve, though single readings can be large; an effect the other way counts as inactive or inconclusive. Some of the compounds tested. The share of hits here may be higher or lower than overall.

SMILES | LDHA block | GRP78 ERSR act | USP1-UAF1 inh | TrxR1 substrate | Vif-APOBEC3F blk | mIDH1 inhibitor | Vif-A3G inh | RGS4 inhibitor | rTrxR1 inhibitor
CCc1ccc(OCC(=O)NCCc2ccc3c(c2)OCCO3)cc1 | 1 | 0% | -15% | -4% | 0% | 2% | 2% | 23% | 21%
O=C1C=C(NNC(=O)c2ccncc2)CC(c2ccccc2)C1 (stereo not drawn) | 1 | -6% | -32% | -1%[57.1 µM] | -3% | 0% | -1% | -6% | 0%
CC(NC(=O)CN(c1cccc(C(F)(F)F)c1)S(=O)(=O)c1ccc(Cl)c([N+](=O)[O-])c1)c1ccccc1 (stereo not drawn) | 0 | -13% | -10% | -9%[57.1 µM] | 8% | 5% | -14% | -18% | ?
Cc1onc(-c2ccccc2)c1C(=O)N1CCN(C/C=C/c2ccccc2)CC1 | -2 | -4% | -20% | -2% | 1% | 2% | 1% | 12% | 4%
COc1ccc2c(c1)CC(C(=O)Nc1c(C)cc(C)cc1C)CO2 (stereo not drawn) | -4 | -1% | -9% | 4%[57.1 µM] | 3% | 8% | 2% | 10% | 10%[57.1 µM]
CCOC(=O)N1CCN(C(=O)CCNS(=O)(=O)c2ccc3c(c2)c(=O)n(C)c(=O)n3C)CC1 | 0 | -3% | -21% | 5%[11.4 µM] | 6% | 18% | 1% | -12% | 18%[11.4 µM]
CC(=O)Nc1ccc(S(=O)(=O)Nc2nnc(C(C)(C)C)s2)cc1 | -12 | -1% | -7% | 7% | 0% | -7% | -1% | 16% | 2%
CC1CN(C(=O)c2cccc(S(=O)(=O)N3CCN(c4ccc(F)cc4)CC3)c2)CC(C)O1 (stereo not drawn) | -2 | -3% | -5% | -2% | -8% | 2% | -1% | -26% | -6%
COc1cccc(NC(=O)c2ccc3c(c2)OCO3)c1 | -1 | -7% | -10% | -5% | 1% | -1% | -5% | 28% | 5%
CCc1ccc(OCC(=O)N2CCN(c3ccccc3F)CC2)cc1 | -3 | 4% | 1% | -5% | 5% | 6% | 0% | -19% | 18%
O=C(Cn1nc(C(F)(F)F)cc1C1CC1)Nc1ccccc1F | -7 | -3% | -15% | -10% | -9% | -3% | 0% | -4% | -11%
O=C(COC(=O)Cc1ccsc1)Nc1ccc(F)cc1Cl | 0 | -5% | -25% | 3% | -5% | 0% | -9% | 2% | 18%
CCOC(=O)C1CCCN(C(=O)C2CCN(S(=O)(=O)c3ccc4ccccc4c3)CC2)C1 (stereo not drawn) | -7 | -5% | -17% | -4% | -12% | 0% | -1% | -15% | 3%
Cc1nc(-c2ccc(Cl)cc2)sc1C1(C)CC(c2ccccc2)=NO1 (stereo not drawn) | -13 | 9% | -14% | 5% | 2% | 12% | 3% | 3% | 32%
COc1ccc(NC(=O)CSc2n[nH]c(N)n2)cc1OC | -4 | -3% | -6% | -9% | 1% | -6% | 2% | 11% | -4%
O=C(CN(C(=O)CSc1nc2ccccc2o1)c1ccccc1)NC1CCCCC1 | 0 | 0% | 8% | 1% | -10% | -2% | -1% | -1% | 20%
Cc1c(C(=O)CN2CCOCC2)[nH]c2ccccc12 | 2 | 3% | -31% | -5% | -9% | -1% | -4% | -28% | ?
COC(=O)c1sc2ncccc2c1OCc1ccc(Cl)cc1 | -2 | -5% | -10% | 7% | ? | -4% | -6% | -1% | 14%
CCOC(=O)N1CCC2(CC1)OC(=O)C(C)=C2C(=O)NCc1ccc(C)cc1 | 0 | -3% | 6% | 1% | 6% | 5% | 0% | 10% | 9%
Cc1ccc(NC(=O)C2CCN(C(=O)NCc3ccccc3)CC2)cc1C | -5 | -4% | -13% | 8% | 10% | -1% | 1% | 24% | 22%
NNC(=O)CNC(=O)c1ccccc1F | -3 | -4% | -1% | -9% | 0% | 8% | 1% | 6% | -8%
COc1ccc(S(=O)(=O)N2CCCC(C(=O)N3CCOCC3)C2)cc1Cl (stereo not drawn) | 1 | -4% | -20% | 10% | 1% | 15% | 0% | -11% | 29%
COc1cccc(N2CCN(C(=O)CCSCc3ccccc3F)CC2)c1 | -1&0 | 3%&0% | 3%&-17% | 4%&6%[57.1 µM] | 10%&1% | 0%&6% | -2%&2% | -24%&19% | 8%&19%[57.1 µM]
CC12CCC(c3c(C(=O)O)nn(-c4ccc(F)cc4)c31)C2(C)C (stereo not drawn) | -9 | -2% | 5% | 0% | · | 0% | 2% | 13% | 26%
CCN(C(=O)COC(=O)C12CC3CC(CC(NC(C)=O)(C3)C1)C2)C1CCCCC1 | -4 | 0% | -10% | 3%[57.1 µM] | 9% | 4% | 1% | -3% | -7%

Three compounds already listed, sorted by their value in Vif-A3G inh, descending:
SMILES	Vif-A3G inh
CCc1ccc(OCC(=O)NCCc2ccc3c(c2)OCCO3)cc1	2%
CCc1ccc(OCC(=O)N2CCN(c3ccccc3F)CC2)cc1	0%
CCOC(=O)C1CCCN(C(=O)C2CCN(S(=O)(=O)c3ccc4ccccc4c3)CC2)C1 (stereo not drawn)	-1%

The listing continues:
SMILES | LDHA block | GRP78 ERSR act | USP1-UAF1 inh | TrxR1 substrate | Vif-APOBEC3F blk | mIDH1 inhibitor | Vif-A3G inh | RGS4 inhibitor | rTrxR1 inhibitor
CCOC(=O)C(C)Sc1nc2c(cnn2-c2ccc(F)cc2)c(=O)[nH]1 (stereo not drawn) | -6 | 1% | -14% | 2% | ? | 8% | ? | -19%[56.9 µM] | -11%
Cc1cccc(C)c1Nc1c(-c2ccccc2Cl)nc2cnccn12 | 3 | -3% | -5% | 8% | -2% | -4% | -16% | 30% | -3%
CCC(=O)N1CCCC(C(=O)c2ccc(-c3ccccc3)cc2)C1 (stereo not drawn) | -5 | 2% | -9% | -4%[57.1 µM] | 6% | 16% | 1% | -4% | -1%[57.1 µM]
Cc1cccc(N2C(=O)N3[C@@H]4c5ccccc5OC[C@@H]4[C@@H](c4ccccc4)[C@@]3(C)C2=O)c1 | -1 | -4% | 11% | 9%[57.1 µM] | 1% | -2% | -6% | 1% | 43%[activator]
COC(=O)C(Cc1ccc(O)cc1)NC(=O)CCC(=O)Nc1ccc(S(N)(=O)=O)cc1 (stereo not drawn) | -4 | -1% | 7% | 0% | -9% | -3% | -3% | 21% | 13%
O=C(Nc1cc(C(F)(F)F)ccc1N1CCOCC1)C1CCCO1 (stereo not drawn) | -10 | -3% | -4% | 0% | 1% | 6% | 2% | -11% | 9%
COc1cccc(CN2CC(C(=O)NCCN3CCOCC3)CCC2=O)c1 (stereo not drawn) | -2 | -1% | -23% | 7%[57.1 µM] | 2% | 4% | 0% | -20%[56.9 µM] | 18%[57.1 µM]
COCCn1c(SCC(=O)N2CCc3ccccc3C2)nc2ccccc2c1=O | -8 | -2% | -15% | -6% | 5% | -2% | 0% | -10% | 3%
N#C/C(=C\c1cc(Cl)ccc1O)C(=O)NC1CCCCC1 | 1 | -3% | -4% | 8% | -3% | 15% | 0% | -31% | 23%
CCC(C)NCC(O)(c1ccc(Cl)cc1)c1ccc(Cl)cc1 (stereo not drawn) | -7 | -6% | -14% | 9%[57.1 µM] | -23% | 13% | -6% | 16% | 24%[57.1 µM]
O=C(CSc1ccccn1)N1CCOCC1 | -5 | -5% | -19% | 0% | 1% | 3% | -4% | -16% | -7%
Cc1cc(NC(=O)CCn2c(=O)c3cccn3c3cccnc32)ccc1Br | -6 | 0% | -11% | 54%[activator] | -8% | 8% | -5% | -6% | 26%
CCCC(=O)Nc1cc(=O)n(C)c(=O)n1C | -1 | -3% | ? | 5% | 7% | 18% | 3% | -7% | 37%[activator]
CCN(CC)CCN(C(=O)c1ccc(S(=O)(=O)N(C)C2CCCCC2)cc1)c1nc2c(C)cccc2s1 | -1 | -4% | -13% | -5% | 1% | 1% | 2% | 0% | 9%
CC(Cl)C(=O)NNc1cccc(Cl)n1 (stereo not drawn) | 10 | -1% | -2% | 10%[57.1 µM] | 0% | -2% | -3% | 19% | ?
Nc1ccc(C(=O)c2ccc3c(c2)OCCO3)cc1N | 0 | 1% | -8% | 3% | -15% | 2% | -9% | -27% | 11%
Cc1cc(NC(=O)c2cc(-c3ccc4c(c3)OCO4)on2)n(-c2ccccc2)n1 | -6 | -4% | 1% | -5% | -16% | 0% | -8% | 21% | 8%
CCOC(=O)c1ccc(-c2c(-c3ccccc3OC)oc3ccccc23)cc1F | 0 | -1% | -27% | 118%[activator][57.1 µM] | -8% | -2% | -6% | 8% | 110%[activator][57.1 µM]
CCOc1ccc(-c2nc(N)nc(C)c2-c2ccc(Cl)cc2)c(O)c1 | 0 | -2% | -20% | -12% | -3% | 2% | -5% | 3% | 7%
O=C(O)c1cc(S(=O)(=O)O)ccc1O | -5 | -5% | -13% | 52% | -5% | -9% | 0% | 21%[11.4 µM] | 25%[57.1 µM]
O=S(=O)(Nc1ccc(S(=O)(=O)Nc2ncccn2)cc1)c1ccccc1 | -7 | 8% | -8% | 10%[57.1 µM] | -3% | 3% | -3% | -15% | 22%[57.1 µM]
Cc1cnc(CNC(=O)CC2C(=O)NCCN2Cc2cccc(F)c2F)cn1 (stereo not drawn) | 1 | 9% | -31% | 5% | 1% | 1% | 2% | -10% | ?
